HIV fusion peptide – inhibitors of HIV fusion peptide binding, primary screen, biochemical, uHTS, fluorescence dequenching (AID 1986); cell-free peptide binding, fluorescence dequenching, 30 min; higher % means a stronger effect; inhibition, % at 20 µM, or IC50 in µM where a hit was titrated; 0.3% of 290,000 active; in the data active means inhibition mostly above about 52%, no sharp cut-off; inactive means mostly below about 76%; further: some results filed as inactive read as strong as hits
PhoP inhibition – inhibitors of PhoP regulon expression, primary screen, Salmonella Typhimurium, GFP reporter (AID 1863) | 0.16% of 300,000 active | S. Typhimurium PhoP-regulated promoter GFP reporter, 4 h; higher % means a stronger effect | one-dose inhibition, % at 50 µM; IC50 in µM for titrated hits;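 active means inhibition over 29.93%, a cutoff 3 SD above the screen mean, later confirmed by dose response; inconclusive means inhibition over 29.93% but no dose response follow-up; inactive means inhibition at most 29.93% or unconfirmed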;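 further: 0% = low Mg2+ inducing control and 100% = high Mg2+ repressing control; strong numbers were not always called active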
GPR35 antagonists – inhibition of zaprinast-stimulated GPR35 beta-arrestin translocation – imaging, U2OS, beta-arrestin-GFP, zaprinast agonist, primary screen (AID 2058); U2OS GPR35 beta-arrestin-GFP translocation imaging, zaprinast antagonism; higher % means a stronger effect; inhibition, % at 10 µM, or IC50 in µM where a hit was titrated; 0.052% of 290,000 active;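 active means inhibition of at least 50% with at least 30 cells and total cytoplasm GFP at most 10,000,000; inconclusive means under 30 cells or total GFP of 10,000,000 plus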
UTI89 phage lysis – protection from phage-mediated lysis, alamar blue read-out – E. coli UTI89, K1F phage, bacterial capsule biogenesis inhibitors (AID 488966) | E. coli UTI89 K1F phage lysis, alamar blue, 2 h; higher % means a stronger effect | inhibition, % at 100 µM; hits with a dose series show IC50 in µM | 0.02% of 340,000 active;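 active means phage lysis inhibition, versus mean bacterial control, above a set limit; inconclusive means no clear call, values can overlap the other calls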;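 further: capsule biogenesis inhibitors block K1F phage lysis so surviving cells raise fluorescence; higher fluorescence means more inhibition of phage lysis; actives were called in the ten point dose series up to 300 µM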
Dengue-2 NS5 capping – Dengue-2 NS5 methyltransferase inhibitors, primary screen, biochemical, confirmation dose response (AID 588689). 0.3% of 340,000 active. Dengue-2 NS5 methyltransferase capping enzyme assay, biochemical; higher % means a stronger effect. one-dose inhibition, % at 25 µM; IC50 in µM for titrated hits; in the data active means a potency from the dose series; inconclusive means inhibition above about 29% without an active follow-up result
GPR55 antagonists – GPR55 antagonists blocking LPI-driven arrestin recruitment, primary screen, imaging, U2OS, beta-arrestin-GFP, LPI agonist (AID 2013). U2OS GPR55 beta-arrestin-GFP translocation imaging, LPI antagonism; higher % means a stronger effect. one-dose inhibition, % at 10 µM; IC50 in µM for titrated hits. 0.13% of 290,000 active;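 active means spots per cell inhibited over 60%, with over 100 cells counted and total cytoplasm intensity under 500,000; inconclusive means wells with under 100 cells, flagged as likely toxic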;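 further: U2OS cells stably carrying GPR55 and arrestin-GFP stimulated by 5 µM LPI near EC80; imaged beta-arrestin-GFP aggregate spots per cell after agonist stimulation; plate controls were LPI-stimulated DMSO wells for no effect and DMSO wells without LPI for full effect; some results filed as inactive read as strong as hits; confirmed hits need IC50 under 10 µM and bright autofluorescent wells are also inconclusive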
RSV CPE inhibition – RSV antiviral activity via CPE protection, HEp-2 cells, primary 10 µM value included (AID 2391). HEp-2 cells, RSV-induced CPE inhibition; higher % means a stronger effect. CPE inhibition, % at 10 µM, or IC50 in µM where a hit was titrated. 0.13% of 310,000 active; in the data active means a potency from the dose series; inconclusive means CPE inhibition mostly from about 23% at the one dose, without a potency; inactive means the rest, 99 in 100 with CPE inhibition below about 21%; further: strong numbers were not always called active
Rac1 GTP hydrolysis – MgcRacGAP GTPase-activating activity inhibitors, confirmation, biochemical, ADP Hunter fluorescence; MgcRacGAP-stimulated Rac1 GTP hydrolysis, ADP Hunter fluorescence; higher % means a stronger effect; GST-tagged Rac1 F28L mutant substrate; one-dose inhibition, % at 30 µM; IC50 in µM for titrated hits; 0.6% of 340,000 active;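 active means first-screen hits whose inhibition reached a set limit at any dose in the follow-up dose series; inconclusive means inhibition above the set first-screen limit but never retested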;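 further: fluorescence reports GDP produced by GAP-driven GTP hydrolysis; strong numbers were not always called active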
SV40 large T antigen – SV40 large T antigen inhibitors, biochemical (AID 1903) | SV40 large T antigen ATPase/helicase inhibition assay; higher % means a stronger effect | one-dose inhibition, % at 20 µM; IC50 in µM for titrated hits | 0.39% of 310,000 active; in the data active means a potency from the dose series; inconclusive means inhibition mostly from about 32% at the one dose, without a potency; inactive means the rest, 99 in 100 with inhibition below about 32%; further: strong numbers were not always called active
Dengue-2 NS5 capping pilot replicate – also measured in Dengue-2 NS5 capping; calls as there; inhibition, %; measured here: pilot screen replicate inhibition
An asterisk follows results filed as active; ? = inconclusive; . = no result given; & = joins results of further samples; [ ] = remark or other dose.

SMILES	HIV fusion peptide	PhoP inhibition	GPR35 antagonists	UTI89 phage lysis	Dengue-2 NS5 capping	GPR55 antagonists	RSV CPE inhibition	Rac1 GTP hydrolysis	SV40 large T antigen	others
O=C(c1ccco1)N1CCCC(c2nc3c(nnn3Cc3ccc(Cl)cc3Cl)c(=O)[nH]2)C1 (configuration not stated)	-0.2%	1%	14%	-0.4%	4%	11%	3.8%	7%	9%
CC(C)Cn1c(SCC(=O)N2CCCCC2)nc2ccccc2c1=O	2.1%	-7%	-6%	-0.1%	-8%	-3%	-0.6%	4%	5%
Nc1nc(COC(=O)CCC(=O)c2ccc(Cl)cc2)nc(Nc2ccccc2)n1	.	.	.	0.5%[50 µM]	-7%	.	-0.3%	2%	.
CC(CC(=O)NCC1CCCO1)c1ccccc1 (configuration not stated)	2.2%	-11%	4%	0.1%	1%	4%	1.1%	6%	1%
Cc1ccc(S(=O)(=O)N2CCOC2CNC(=O)C(=O)NCc2ccccn2)cc1 (configuration not stated)	-0.8%	-1%	7%	0.0%	3%	7%	2.8%	5%	9%
COc1ccc(-c2nc3ccc([N+](=O)[O-])cc3[nH]2)cc1	-2.0%	-11%	11%	4.6%	-5%	-3%	5.2%	20%	2%
O=C(NCCOc1nc(N2CCCCC2)nc(N2CCOCC2)n1)Nc1ccccc1	-0.2%	13%	8%	0.1%[50 µM]	-8%	-13%	0.3%	11%	1%
N#CC(=C=[N-])C1=C(C#N)C(c2ccccc2F)C([n+]2ccccc2)C(O)(C2CC2)N1 (configuration not stated)	2.7%	-11%	4%	-0.4%	0%	15%	0.2%	12%	14%
COC(=O)c1cn(Cc2cccc(C)c2)nn1	-1.5%	-4%	-2%	0.0%	-10%	6%	1.0%	1%	15%
O=C(Nc1ccccc1Cl)OC1CCCCC1	1.1%	-3%	3%	0.3%	-2%	0%	3.0%	5%	9%
CS(=O)(=O)c1cccc(C(=O)NCc2ccccc2)c1	-2.3%	6%	-9%	-0.2%	0%	-6%	-0.2%	9%	16%
Cc1csc(N2CCc3ccccc32)n1	1.1%	-3%	10%	0.6%	-7%	17%	4.3%	8%	4%
Cc1ccccc1NC(=O)NCc1ccccn1	.	.	.	0.3%	5%	.	.	8%	14%
CCCCn1c(-c2cccc3ccccc23)nc2cc3[nH]c(=O)c(C(C)C)nc3cc21	6.1%	7%	7%	-0.1%	7%	-10%	-3.8%	7%	84%
CC(=O)c1ccc(Oc2cc(C)nc(NCc3ccccc3)n2)cc1	-3.4%	-7%	3%	0.2%	1%	3%	12%	5%	10%
COc1ccc(/C=C/C(=O)O)cc1S(=O)(=O)N1CCCC1	-0.7%	2%	3%	0.3%	-4%	6%	0.0%	6%	22%
NC(=O)c1ccc(NC(=O)C2CCCC2)cc1	-1.2%	1%	2%	0.1%	-9%	-32%	1.3%	11%	6%
Cc1ccc(C(=O)Nc2cccc(C(F)(F)F)c2)cc1NC(=O)c1csc(-c2ccncc2)n1	-1.7%	-7%	-6%	2.7%	1%&-3%	3%	0.1%	12%&8%	3%
Cc1ccc(C(c2nnnn2CC2CCCO2)N2CCN(c3cccc(C)c3C)CC2)cc1 (configuration not stated)	-1.5%	12%	-6%	0.4%	-1%	4%	15%	7%	11%
Cc1c(NC(=O)c2cc(-c3ccco3)on2)c(=O)n(-c2ccccc2)n1C	1.2%	-8%	-5%	4.8%	-2%	1%	0.0%	8%	-1%
COc1cc(C(=O)OCC(=O)Nc2c(F)c(F)c(F)c(F)c2F)cc(OC)c1OC	-2.0%	-6%	0%	0.6%	2%	3%	-0.8%	13%	3%
CCOc1cccc2cc(C(=O)N3CCN(C/C=C/c4ccccc4)CC3)c(=O)oc12	1.5%	-10%	-5%	7.1%	-5%	-10%	2.1%	2%	7%
O=C(NC(=S)Nc1c(F)cc(F)cc1Br)c1ccc2c(c1)OCCO2	0.1%	-7%	-2%	-0.2%	2%	-2%	2.5%	-13%	8%
C/C(=N\O)C(=O)NCC1CCNCC1	1.7%	-6%	9%	0.1%	1%	-2%	0.9%	2%	1%
Cc1ccc(NC(=O)CSCC(=O)Nc2ccccc2N2CCCC2)cc1	.	-3%	.	-0.3%[50 µM]	7%	.	-1.5%	-1%	16%
CCOC(=O)c1c(NC(=O)C2CCCO2)sc2c1CCC2 (configuration not stated)	-0.7%	3%	10%	12%	-11%	-2%	2.9%	8%	4%
COc1ccc(NC(=O)C(NC(=O)OC(C)(C)C)C(C)OCc2ccccc2)cc1 (configuration not stated)	-1.3%	3%	13%	-0.1%	-4%	21%	3.0%	2%	0%	Dengue-2 NS5 capping pilot replicate=4.7
CC(C)(C)c1ccc(C(=O)NNC(=S)NC(=O)c2cccnc2)cc1	6.8%	8%	9%	-0.2%	-3%	-10%	0.1%	7%	13%
Cc1ccc(Nc2ncnc(N)n2)cc1C	0.5%	0%	4%	-0.1%	13%	-8%	3.6%	-2%	10%
CCOc1ccc(S(=O)(=O)Nc2nc3ccccc3nc2Nc2ccc(N3CCOCC3)cc2)cc1	44%	-7%	-24%	-0.5%	.	4%	?	15%	?
C=Cn1cc[n+](CC(=O)c2ccc(OC)cc2)c1	-0.9%	-5%	-23%	0.5%	3%	-2%	-0.8%	3%	12%
O=C(NC(=S)Nc1ccccc1N1CCOCC1)c1cccc([N+](=O)[O-])c1	0.2%	3%	9%	2.0%[50 µM]	-3%	-7%	7.0%	8%	2%
COc1ccc(S(=O)(=O)NC2(C(F)(F)F)N=C(c3ccccc3)NC2=O)cc1 (configuration not stated)	0.8%	14%	2%	0.3%	-9%	-5%	0.1%	9%	10%
CC(C)N(C(=O)Cn1cc(S(=O)(=O)CC(=O)Nc2ccccc2)c2ccccc21)C(C)C	-0.3%	5%	11%	0.0%	1%	2%	4.1%	-4%	11%
C/C(=N\N=C(/N)c1nonc1N)c1ccc2c(c1)OCO2	-1.3%	2%	18%	-1.4%	-7%	-10%	-3.2%	8%	3%
CS(=O)(=O)N(CC(=O)N1CCCC1)Cc1ccc(F)cc1	-0.8%	-8%	16%	0.0%	-1%	3%	-0.2%	10%	-14%
Cc1ccc(C(OC(=O)c2ccco2)C(=O)NC(C)(C)C)cc1 (configuration not stated)	0.7%	-1%	-9%	0.3%	5%	-8%	0.1%	2%	13%
Cc1cccc(NC(=O)c2cc(NC(=O)C3CCCCC3C(=O)O)ccc2N2CCOCC2)c1 (configuration not stated)	1.7%	-5%	-21%	0.1%	3%	10%	2.2%	13%	6%
Cn1c(=O)c2c(nc(NCc3ccco3)n2C)n(C)c1=O	0.0%	10%	-4%	-0.3%	-3%	-3%	0.1%	12%	8%
CC(C)(C)NC(=O)c1ccccc1NC(=O)C1CC(=O)N(C2CCCCC2)C1 (configuration not stated)	2.3%	-4%	10%	0.5%	-3%	-4%	1.9%	3%	11%
CCO[C@H]1OC(C(=O)N2CCOCC2)=C[C@@H](c2ccc3c(c2)OCO3)[C@@H]1CCCO	-1.3%	-6%	-4%	0.5%	-5%	8%	0.0%	11%	1%
O=C(CSCc1ccccc1)Nc1ccc(S(=O)(=O)N2CCOCC2)cc1	0.0%	-6%	-7%	0.0%	-8%	3%	1.3%	11%	8%
CCCN(CCC)CCCNC(=O)c1cn(CCOC)c(=O)c2c1c1ccccc1n2C	-0.5%	10%	-6%	0.9%	-5%	0%	.	9%	0%
COCCn1c(SCC(=O)NC2CC2)nc2ccccc21	.	.	.	0.4%[50 µM]	1%	.	-0.1%	2%	.
Cc1cccc(NC(=O)CSc2nccn2Cc2ccco2)c1C	-0.4%	1%	3%	1.8%[50 µM]	11%	-5%	0.6%	7%	5%
Cc1ccc(C(=O)N(CN2CCCC2=O)c2ccc(F)cc2)cc1	2.1%	-7%	-2%	0.9%	-3%	1%	1.0%	6%	6%	Dengue-2 NS5 capping pilot replicate=3.8
O=C(NCc1nnc(SCC(=O)N2CCCCCC2)o1)c1ccccc1F	-0.9%	-1%	8%	0.3%	-6%	1%	0.5%	-4%	8%
COc1ccc(C)cc1S(=O)(=O)Nc1ccccc1C	-0.9%	-6%	1%	0.0%	-2%	21%	0.8%	9%	4%
CCOc1ccc(Cn2nnc(C(=O)Nc3cc(OC)cc(OC)c3)c2N)cc1	-3.4%	3%	8%	-1.2%	-6%	0%	1.1%	-3%	9%
Cc1nn(-c2cccc(Cl)c2)c(Cl)c1/C=N/NC(=O)c1cccs1	0.8%	-3%	-7%	2.3%[50 µM]	-1%	-4%	4.7%	8%	-3%
COc1ccc(OC)c(NC(=O)CSCC(=O)O)c1	0.4%	-6%	14%	0.5%	-15%	9%	1.2%	12%	3%
O=C(Nc1nccs1)c1ccc(-c2ccc(F)c(Cl)c2)o1	1.0%	-5%	-13%	-0.6%[50 µM]	4%	-5%	3.9%	11%	3%
Cn1c(NNC(=O)c2ccccc2F)cc(=O)n(C)c1=O	0.8%	-10%	-1%	0.3%	-1%	15%	-1.3%	7%	2%
CCc1nc(SCC(=O)c2ccc(Cl)s2)c2oc3ccccc3c2n1	-1.2%	28%	21%	0.5%	-7%	12%	4.0%	7%	-12%	Dengue-2 NS5 capping pilot replicate=-6.1
Cc1cc(NC(=S)NC(=O)C2CC2)ccc1Br	-0.2%	1%	-4%	-0.5%[50 µM]	-2%	4%	5.8%	10%	17%
CC(=O)Nc1ccc(S(=O)(=O)Nc2nc(-c3ccc(C(C)(C)C)cc3)cs2)cc1	41%	-5%	-8%	-2.4%	8%	1%	5.2%	7%	8%
CSc1cccc(NC(=O)CCCn2c(=O)c3cccn3c3cccnc32)c1	-2.8%	0%	2%	0.1%	-1%	-1%	13%	12%	18%
CC(C)(C)n1ncc2c(=O)n(Cc3ccc(Cl)cc3)cnc21	0.4%	-1%	2%	0.0%	-4%	-6%	5.7%	13%	9%
O=C(NC12CC3CC(CC(C3)C1)C2)c1cncc(Br)c1	0.3%	3%	1%	0.0%	1%	4%	8.1%	5%	19%
O=C(c1ccccc1)N1CCCN(c2nccc(C(F)(F)F)n2)CC1	-0.9%	-4%	13%	0.0%	-3%	14%	.	11%	7%
Cc1nc(-c2ccccc2)nc2n[nH]c(N)c12	.	.	.	0.4%	3%	.	.	11%	16%

Compounds as they come; overall some 1.5% were active at least once.
